COUP-TFII inh: NR2F2 (human) inhibition, primary screen. 370,000 compounds, 0.7% hits. inhibition, % at 8.6 µM. P24468. HEK293T NGFI-A luciferase reporter, luminescence;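 active = inhibition above a per-plate cutoff, mean inhibition of test wells between control levels plus 3 SD, cut at about 38% in these data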;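 also: cells cotransfected with COUP-TFII expression vector driving the NGFI-A reporter; 0% = median of COUP-TF2 test wells and 100% = reporter-only cells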
Target sequence (P24468 whole entry, looked up): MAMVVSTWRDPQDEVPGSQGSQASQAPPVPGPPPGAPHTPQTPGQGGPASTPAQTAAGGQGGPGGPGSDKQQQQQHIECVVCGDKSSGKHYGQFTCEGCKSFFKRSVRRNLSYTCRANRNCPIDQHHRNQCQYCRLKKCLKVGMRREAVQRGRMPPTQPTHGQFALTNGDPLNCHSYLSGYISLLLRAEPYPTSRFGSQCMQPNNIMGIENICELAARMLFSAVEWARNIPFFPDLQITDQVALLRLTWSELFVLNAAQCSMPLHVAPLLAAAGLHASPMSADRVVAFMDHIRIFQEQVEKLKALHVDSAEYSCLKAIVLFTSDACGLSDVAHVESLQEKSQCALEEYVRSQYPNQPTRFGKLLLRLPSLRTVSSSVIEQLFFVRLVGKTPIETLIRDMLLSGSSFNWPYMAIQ
EBV LMP1 NFkB: reduces LMP1-driven NF-kappaB luciferase signal; AID 504558; LMP1-induced NF-kappaB luciferase reporter cells, luminescence; 350,000 compounds, 0.69% hits; inhibition, % at 12.5 µM; in the data active = inhibition above about 41%;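 also: 0% = neutral control wells and 100% = reference inhibitor control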
NCOA1 inh: inhibitors of human steroid receptor coactivator 1 (SRC1). Q15788. inhibition, % at 3.6 µM. HEK293 GAL4-SRC1 luciferase reporter, luminescence. AID 588354. 360,000 compounds, 0.12% hits;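 active = inhibition above the campaign mean plus 3 SD, with each screening campaign given its own cutoff, cut at about 60% in these data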;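 also: 0% = DMSO treated cells and 100% = gossypol at 36 µM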
KKLEB tox: reduces viability of KKLEB cystic fibrosis airway cells; 360,000 compounds, 0.36% hits; activity change (cytotoxicity), % at 5 µM; AID 602141; KKLEB CF airway cells viability, ATPlite luminescence, overnight; active compounds read low; cells stimulated with P. aeruginosa culture filtrate;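 active = corrected activity change at or below -50% at 5 µM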
NCOA3 inh: inhibits human SRC3 coactivator; inhibition, % at 3.6 µM; Q9Y6Q9; 360,000 compounds, 0.17% hits; AID 588352; HEK293 GAL4-SRC3 luciferase reporter, luminescence;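 active = inhibition above a per-campaign cutoff, the mean of all compounds plus 3 SD, cut at about 60% in these data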;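 also: 0% = DMSO-treated cells and 100% = gossypol-treated cells at 36 µM; higher means less SRC3-driven luciferase light from the GAL4 reporter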
TROY signal inh: inhibitors of TROY-dependent NF-kB signaling; Q293 LMP1-TROYcd NF-kB luciferase reporter, 4 h; inhibition, % at 10 µM; 360,000 compounds, 0.98% hits;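 active = compounds whose plate-normalised and pattern-corrected inhibition of the luciferase reporter signal at the single screening dose is 50% or more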
LRH-1 inv ag: suppresses constitutive activity of human LRH-1; O00482; HEK293T StAR-luciferase reporter, LRH-1 transfected, 24 h; inhibition, % at 3.6 µM; 360,000 compounds, 0.13% hits; AID 602396;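 active = inhibition above the mean inhibition of all tested compounds plus 3 SD, cut at about 73% in these data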;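 also: 0% = DMSO wells and 100% = reporter-only cells lacking LRH-1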
Target sequence (O00482 whole entry, looked up): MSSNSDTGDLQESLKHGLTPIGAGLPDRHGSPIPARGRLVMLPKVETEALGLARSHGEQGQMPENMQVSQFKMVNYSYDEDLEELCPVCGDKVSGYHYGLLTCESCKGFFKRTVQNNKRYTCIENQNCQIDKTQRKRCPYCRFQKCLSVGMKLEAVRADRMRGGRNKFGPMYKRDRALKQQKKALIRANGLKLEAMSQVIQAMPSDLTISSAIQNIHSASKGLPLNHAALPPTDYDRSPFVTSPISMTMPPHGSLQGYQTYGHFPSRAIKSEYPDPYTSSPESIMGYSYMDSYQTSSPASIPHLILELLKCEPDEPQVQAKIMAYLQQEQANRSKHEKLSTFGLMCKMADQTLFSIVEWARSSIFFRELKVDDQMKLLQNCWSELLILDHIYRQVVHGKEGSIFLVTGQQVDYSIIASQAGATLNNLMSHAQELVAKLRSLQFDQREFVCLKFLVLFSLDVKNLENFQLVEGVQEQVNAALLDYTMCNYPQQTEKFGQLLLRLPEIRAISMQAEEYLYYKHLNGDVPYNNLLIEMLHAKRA
CF NFkB block: cystic fibrosis NF-kB activation inhibition. KKLEB NF-kB-GFP reporter, PAF-induced, GFP fluorescence overnight. inhibition, % at 5 µM. 360,000 compounds, 0.86% hits. AID 588850;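 active = at least 50% inhibition at 5 µM, scaled per plate between neutral and stimulator controls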;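 also: PAF is a Pseudomonas aeruginosa culture filtrate used as stimulus; plate controls were PAF-stimulated DMSO wells for no effect and unstimulated DMSO wells for full effect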
Shn3 inh set2: reduces Shn3 3'UTR luciferase signal in osteoblasts. Clone20 osteoblast Shn3 3'UTR firefly luciferase, 24 h. inhibition, % at 12.5 µM. 360,000 compounds, 0.52% hits;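 active = mean inhibition of at least 75% with every replicate also reaching 75%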;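 also: 0% = median of neutral control wells and 100% = pilot-screen positive control compound; some compounds past the cut are filed as inactive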
C8 TRAIL sens: sensitizes caspase-8 expressing cells to TRAIL. AID 624354. inhibition (viability loss, TRAIL sensitization), % at 10 µM. 360,000 compounds, 1% hits. NB7+C8 cells + TRAIL, ATPlite viability luminescence;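 active = compounds causing at least 50% loss of cell viability in the single-dose screen, relative to plate controls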
TWEAK-Fn14 inh: TWEAK-Fn14 signaling inhibition | TWEAK-stimulated Fn14 reporter cells, luciferase luminescence, 8 h | inhibition, % at 10 µM | 360,000 compounds, 2% hits | AID 1159606; in the data active = inhibition above about 50%
An asterisk follows results filed as active; x = not tested or not shown. Not all compounds are listed; the hit share may differ from the screen's.

item	SMILES	COUP-TFII inh	EBV LMP1 NFkB	NCOA1 inh	KKLEB tox	NCOA3 inh	TROY signal inh
1	O=C1c2ccc(Oc3ccc([N+](=O)[O-])cc3)cc2C(=O)N1CCCO	-4	1	5	2	0	2
2	CC(C)C[C@@H](CO)N1CCN(Cc2ccc(O)cc2)CCC1=O	5	3	-12	-8	8	8
3	CNC(=O)c1ccsc1NC(=O)CCS(=O)(=O)c1ccccc1	7	1	-14	-9	8	8
4	COc1ccc(C(=O)OCC#CCSc2nnc(-c3cccc4ccccc34)o2)cc1	4	5	4	-1	-19	-10
5	Cc1ccc(CNC(=O)Cn2ccc3cc(S(=O)(=O)N4CCCCCC4)ccc32)cc1	12	3	1	5	8	6
6	COc1cccc(CN2c3ccc(Br)cc3C(=O)CS2(=O)=O)c1	-3	2	7	-3	-16	-17
7	CN(C)CCN=Cc1c(O)n(Cc2ccc3c(c2)OCO3)c(=O)c2ccccc12	-14	-1	-4	6	10	-8
8	O=c1cc(CSc2nc3ccccc3[nH]2)c2ccccc2[nH]1	-26	-10	-47	0	-23	-48
9	COc1cccc(NC(=O)CSc2ccc3nnc(-c4ccccn4)n3n2)c1	8	1	-2	3	-22	3
10	Cc1ccc(NC(=O)c2cccs2)cc1NC(=O)c1ccccc1Cl	-5	0	-2	8	-10	-21
11	COc1cccc(NC(=O)C2CCN(S(=O)(=O)c3ccc4c(c3)NC(=O)C(C)S4)CC2)c1 (stereo not given)	-5	10	20	0	7	20
12	COc1ccc([N+](=O)[O-])cc1NC(=O)c1ccc(CN(c2ccccc2)S(C)(=O)=O)cc1	-5	-10	3	-6	14	5
13	CC1CCCCN1CCNS(=O)(=O)c1ccc2c(c1)oc(=O)n2C (stereo not given)	1	4	-23	-8	-8	6
14	CCOc1ccc2ccccc2c1C(=O)Nc1cc(=O)n(C)c(=O)n1C	-12	-3	-12	-16	4	7
15	CCOC(=O)/C(=N\O)C1=NC(C)(C)Cc2ccccc21	21	1	12	6	0	4

item	LRH-1 inv ag	CF NFkB block	Shn3 inh set2	C8 TRAIL sens	TWEAK-Fn14 inh
1	10	-6	7	-5	-6
2	-1	-3	-70	-8	9
3	17	13	-9	-7	-3
4	6	-35	-22	12	-2
5	8	-7	32	-3	-17
6	9	17	-20	15	7
7	20	-1	-3	-4	-7
8	-64	-6	-4	4	20
9	15	11	10	-4	-2
10	-2	-16	8	-6	2
11	-10	-1	34	8	17
12	-6	8	14	16	-7
13	-16	7	-9	-10	10
14	2	7	-18	3	13
15	16	15	-1	0	12

Full records, quoted from the list. Screens in order: COUP-TFII inh | EBV LMP1 NFkB | NCOA1 inh | KKLEB tox | NCOA3 inh | TROY signal inh | LRH-1 inv ag | CF NFkB block | Shn3 inh set2 | C8 TRAIL sens | TWEAK-Fn14 inh
COc1ccc([N+](=O)[O-])cc1NC(=O)c1ccc(CN(c2ccccc2)S(C)(=O)=O)cc1 is entered as -5 | -10 | 3 | -6 | 14 | 5 | -6 | 8 | 14 | 16 | -7
CN(C)CCN=Cc1c(O)n(Cc2ccc3c(c2)OCO3)c(=O)c2ccccc12 is entered as -14 | -1 | -4 | 6 | 10 | -8 | 20 | -1 | -3 | -4 | -7
CCOC(=O)/C(=N\O)C1=NC(C)(C)Cc2ccccc21 is entered as 21 | 1 | 12 | 6 | 0 | 4 | 16 | 15 | -1 | 0 | 12
O=c1cc(CSc2nc3ccccc3[nH]2)c2ccccc2[nH]1 is entered as -26 | -10 | -47 | 0 | -23 | -48 | -64 | -6 | -4 | 4 | 20
COc1ccc(C(=O)OCC#CCSc2nnc(-c3cccc4ccccc34)o2)cc1 is entered as 4 | 5 | 4 | -1 | -19 | -10 | 6 | -35 | -22 | 12 | -2

(continued)
item	SMILES	COUP-TFII inh	EBV LMP1 NFkB	NCOA1 inh	KKLEB tox	NCOA3 inh	TROY signal inh
16	O=C(CNC(=O)c1ccc(F)cc1)N/N=C/c1cc(Br)ccc1OCc1ccccc1	7	-23	-8	0	-8	9
17	C[C@H](CO)N1C[C@H](C)[C@@H](CN(C)C(=O)Nc2ccccc2)Oc2ccc(NC(=O)CCN3CCOCC3)cc2C1=O	10	-2	-5	-2	1	6
18	CC1CCN(C(=O)COC(=O)CNC(=O)C23CC4CC(CC(C4)C2)C3)CC1	6	-5	-11	4	-9	-2
19	O=S(=O)(NCc1ccc2c(c1)OCO2)c1ccc2c(c1)oc1ccccc12	6	-11	-5	12	20	20
20	O=C(c1ccc(F)cc1)C1CCN(C(=O)c2ccncc2)CC1	13	0	7	0	7	2
21	O=C(O)CSC(C(=O)Nc1ccc(Br)cc1)c1ccc(Cl)cc1 (stereo not given)	-4	-11	11	6	-3	-9
22	O=C(NCCCN1CCOCC1)c1cccc(S(=O)(=O)Nc2ccccc2Cl)c1	11	29	-35	-2	9	-17
23	Cc1ccc(C(=O)N2CCN(c3ccccc3O)CC2)cc1S(=O)(=O)N1CCCCC1	-10	-3	-2	-3	17	5
24	CC(OC(=O)CC1CC2CCC1C2)C(=O)Nc1ccc(N2CCOCC2)cc1 (stereo not given)	-1	-28	-9	6	-9	-43
25	CCOc1cc(C(=O)Nc2nnc(CC)s2)ccc1OCC(=O)N1CCOCC1	-5	-2	1	16	-8	-1
26	O=C1OCC2=C1C(c1ccc(Cl)cc1)c1cc3c(cc1O2)OCO3 (stereo not given)	0	1	-1	-8	-18	5
27	O=C(CC1COc2ccccc2O1)NCc1ccccc1 (stereo not given)	-8	-8	-12	22	4	-11
28	C[C@@H]1CN([C@H](C)CO)C(=O)CCCn2nncc2CO[C@@H]1CN(C)C(=O)OCc1ccccc1	-11	3	-3	7	15	-3
29	CCOC(=O)c1cnn(-c2ncnc3sc(CC)cc23)c1N	4	-23	-5	-6	-4	-22
30	Cc1nc2ccc(C(=O)N3CCN(C(=O)c4ccco4)CC3)cn2c1N(C)C(=O)CCc1ccccc1	-7	x	-17	9	6	9

item	LRH-1 inv ag	CF NFkB block	Shn3 inh set2	C8 TRAIL sens	TWEAK-Fn14 inh
16	-34	8	-9	-4	18
17	-10	3	-12	-5	-3
18	-2	-13	-5	-21	4
19	-8	3	7	17	-14
20	-3	-5	-23	-7	3
21	2	8	6	-8	-8
22	-4	6	6	-1	0
23	11	5	6	11	-7
24	-9	8	-56	-7	2
25	7	-14	-3	-13	-4
26	-26	3	50	8	10
27	-7	-22	-3	-2	-10
28	21	-25	7	-4	-5
29	9	10	-40	2	-2
30	-10	2	-12	-3	19

More compounds.
item	SMILES	COUP-TFII inh	EBV LMP1 NFkB	NCOA1 inh	KKLEB tox	NCOA3 inh	TROY signal inh
31	Cn1nc(N)c2ncc(-c3ccc(Cl)cc3)nc21	-34	-27	-49	-9	-62	-36
32	CCOCCCN(Cc1ccco1)S(=O)(=O)c1csc(C(N)=O)c1	12	-5	-94	-1	-1	-11
33	CCOC(=O)N1CCN(CC(=O)Nc2c(C(=O)OC)[nH]c3cc(C)ccc23)CC1	6	-1	-6	-3	13	16
34	Cc1cc(-c2nc3ccccc3[nH]2)ccc1N	-5	-8	-92	2	-101	-54
35	CCOC(=O)c1c(C)n(C)c2ccc(OC)c(NC(=O)CN3CCCCC3)c12	6	-4	-1	0	-9	0
36	CCCSc1nnc(NC(=O)c2ccco2)s1	-14	7	-46	-8	-45	1
37	O=Cc1cn(CCC(=O)O)nc1-c1cccc2ccccc12	-2	8	-13	4	-5	-19
38	CCCCCN(C(=O)CCC(=O)OC(C)C(=O)NC1CCCCC1)c1c(N)n(CCCC)c(=O)[nH]c1=O (stereo not given)	0	-6	23	-23	1	-5
39	Cn1cc(C(=O)NC2CCCCCCC2)c(=O)c2cc(S(=O)(=O)N3CCCC3)ccc21	9	-1	5	4	-4	7
40	CC(C)(CNS(=O)(=O)c1ccc(Cl)cc1)N1CCCCC1	3	-2	8	1	12	-8
41	Cc1ccc(C)c(S(=O)(=O)N2CCCC2CNC(=O)C(=O)NCCc2ccco2)c1 (stereo not given)	11	-2	-11	-6	5	8
42	Cc1cc(C)c(NC(=O)CC(=O)c2ccccc2)c(Cl)c1	-16	0	-79	2	-37	-23
43	NC(=O)CSc1nnnn1CC(CC(=O)O)c1ccccc1 (stereo not given)	1	0	12	-7	1	-16
44	CCCCN(c1ccccc1)S(=O)(=O)c1ccc2c(c1)CCN2C(=O)CCC(=O)O	9	-1	-2	5	14	2
45	COc1ccc(Nc2cc(C)nc3ccccc23)cc1	-3	6	-3	-20	-12	-5
46	O=C(Nc1ccccc1C(=O)O)c1cc(S(=O)(=O)N2CCOCC2)c(Br)s1	8	5	-34	-1	-13	-4

item	LRH-1 inv ag	CF NFkB block	Shn3 inh set2	C8 TRAIL sens	TWEAK-Fn14 inh
31	-79	7	-71	20	-29
32	8	-3	-16	-11	-12
33	6	12	25	-1	15
34	-142	-8	-20	44	21
35	0	3	-5	-7	6
36	-47	4	-16	5	8
37	-21	2	7	1	-17
38	21	19	2	0	-1
39	11	-29	15	-10	6
40	2	2	-7	12	-14
41	-7	1	10	22	-1
42	-41	2	-29	-5	6
43	6	14	-5	0	-10
44	-35	-1	-20	3	5
45	3	-8	5	-8	-8
46	0	-9	1	1	14
